Screens as filed in PubChem BioAssay.
15-hLO-2 inh: blocks human 15-lipoxygenase 2 activity | purified 15hLO-2, xylenol orange hydroperoxide absorbance | Potency, µM (titrated, usually from 57.1 µM), inactives show at the top dose activity change, negative = inhibition, hits mostly inhibitors | 110,000 compounds, 0.56% hits; further: potency means the concentration at half of the fitted maximal effect; nearly all actives have a fitted effect of over 60% in size; many of its hits are not listed in these tables
Target sequence (O15296 whole entry, looked up): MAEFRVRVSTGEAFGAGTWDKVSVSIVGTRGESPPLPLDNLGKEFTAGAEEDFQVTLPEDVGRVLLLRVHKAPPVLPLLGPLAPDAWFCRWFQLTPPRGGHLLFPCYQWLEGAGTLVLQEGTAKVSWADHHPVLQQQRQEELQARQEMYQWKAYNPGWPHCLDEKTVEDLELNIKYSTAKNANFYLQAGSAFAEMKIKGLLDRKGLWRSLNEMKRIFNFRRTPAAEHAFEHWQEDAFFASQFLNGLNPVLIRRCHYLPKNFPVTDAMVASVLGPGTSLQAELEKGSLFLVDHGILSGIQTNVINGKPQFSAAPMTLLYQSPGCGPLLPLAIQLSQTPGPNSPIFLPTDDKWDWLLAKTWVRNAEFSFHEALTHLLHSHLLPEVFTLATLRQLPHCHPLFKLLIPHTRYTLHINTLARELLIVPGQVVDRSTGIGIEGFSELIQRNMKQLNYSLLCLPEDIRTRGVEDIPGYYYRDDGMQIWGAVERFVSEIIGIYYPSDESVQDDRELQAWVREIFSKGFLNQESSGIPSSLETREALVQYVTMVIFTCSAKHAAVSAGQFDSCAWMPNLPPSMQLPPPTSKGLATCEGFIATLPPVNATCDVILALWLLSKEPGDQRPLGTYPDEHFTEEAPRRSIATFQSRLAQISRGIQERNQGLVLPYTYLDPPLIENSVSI
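Screening format was qHTS against 50 nM purified 15hLO-2 in Hepes pH 7.5 with detergent. Activity follows hydroperoxide formation from 45 uM arachidonic acid, measured as 573:405 nm absorbance ratio of the ferric-xylenol orange complex.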
PNC assembly inh: inhibitors of perinucleolar compartment assembly. activity change (PNC), negative = inhibition, % at 10 µM. AID 2417. PC3M PTB-GFP, PNC prevalence imaging, 16 h; active compounds read low. 140,000 compounds, 3.1% hits;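 active means readout at or below -70, meaning at least 70% loss of cells showing the perinucleolar compartment, a nuclear body marking cancer cells; inconclusive means readout between -30 and a set limit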;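 further: plate controls were DMSO wells for no effect and camptothecin positive control wells for full effect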
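PC3M cells stably expressing PTB-GFP, 750–1000 cells/well, treated 16 h at 37 °C with compound (23 nl of library stock), in duplicate. After paraformaldehyde fixation and Hoechst stain, imaged at 20x; PNC prevalence scored by image analysis.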
IMPase cell inh: IMPase inhibition in cells. P97697. CHO-M1 cells, IP1 accumulation, HTRF TR-FRET ratio. inhibition (IP1 accumulation), % at 46.1 µM. 120,000 tested, under 10 active; active means well fitted curve in the direction sought with a large enough effect in the signal ratio, not every such curve was filed as active; inconclusive means small, poorly fitted or top-dose-only effect, or a change in a side signal; inactive means no such curve, though single readings can be large or run the other way; the % refers to the signal ratio;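 further: cells stimulated with carbachol in lithium chloride buffer; plate controls were DMSO basal wells for no effect and reference inhibitor wells for full effect; higher means more IMPase inhibition seen as more IP1 and lower FRET ratio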
Target sequence (P97697 whole entry, looked up): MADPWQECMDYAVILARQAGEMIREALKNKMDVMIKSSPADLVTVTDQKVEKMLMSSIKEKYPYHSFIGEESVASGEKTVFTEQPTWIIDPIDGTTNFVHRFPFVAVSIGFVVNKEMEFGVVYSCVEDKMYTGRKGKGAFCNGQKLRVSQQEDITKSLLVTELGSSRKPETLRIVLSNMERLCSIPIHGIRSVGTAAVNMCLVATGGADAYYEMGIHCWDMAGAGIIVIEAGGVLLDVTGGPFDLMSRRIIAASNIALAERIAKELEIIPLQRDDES
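Cellular IMPase inhibition is scored as a rise in cytosolic IP1, detected by competitive TR-FRET between d2-labelled IP1 and a europium anti-IP1 antibody. M1-expressing CHO cells were stimulated with carbachol for 30 min at 37C, with lithium (50 mM LiCl) present in the buffer.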
12-hLO inh: blocks human 12-lipoxygenase activity | P18054 | purified 12-hLO, xylenol orange hydroperoxide absorbance | Potency, µM (doses to about 57.1 µM), without a hit: at the highest dose activity change, negative = inhibition, most hits filed as inhibitors | 150,000 compounds, 0.12% hits | AID 1452; further: potency means the concentration at half of the fitted maximal effect; nearly all actives have a fitted effect of over 55% in size; many of its hits are not listed in these tables
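150 nM 12hLO, 25 mM Hepes pH 7.0 + 0.01% Triton X-100; cpd preinc 15 min RT; 40 uM arachidonic acid, 30 min RT; Fe-XO 30 min; A573/A405 ratio as read-out.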
An asterisk follows results filed as active; ? = inconclusive; . = not tested or not shown; [ ] = another dose, or the depositor's remark. Unless noted, the call rests on the fitted dose curve; in most records, active means well fitted curve in the direction sought with a large enough effect; inconclusive means small, poorly fitted or top-dose-only effect, or another doubt; inactive means no such curve, though single readings can be large; an effect the other way counts as inactive or inconclusive. Unless noted, on the % scale 0 is the no-effect control and ±100 the full control effect.

#	Structure	15-hLO-2 inh	PNC assembly inh
1	COc1ccc(C(=O)NC(=S)NCC2CCCO2)cc1 (stereo not given)	.	40
2	CCOC(=O)C(C)Sc1ncc(OC)c(Sc2ccc(Cl)cc2)n1 (stereo not given)	-10%	15
3	COc1ccccc1NC=C1C(=O)OC(C)(C)OC1=O	-1%	46
4	Cc1ccc(-c2nn(C)c(=O)c3ccccc23)cc1CNS(C)(=O)=O	-1%	3
5	Cc1ccccc1P(=O)(CO)c1ccccc1C	0%	6
6	CC(C)Oc1ccc(C(=O)CCN2CCCCC2)cc1	.	?
7	Cc1ccc(N2CC(C(=O)Nc3ccncc3)CC2=O)cc1 (stereo not given)	-2%	?
8	CCN(CC)S(=O)(=O)c1cccc(-c2nnc(SCC(=O)c3cc(C)n(C4CC4)c3C)o2)c1	-4%	1

#	IMPase cell inh	12-hLO inh
1	.	-8%
2	3	-1%
3	4	1%
4	9	6%
5	15	1%
6	14	-5%
7	8	4%
8	7	4%

(further entries)
#	Structure	15-hLO-2 inh	PNC assembly inh
9	O=C(NCCCO)c1ccc2[nH]c3c(c2c1)CCCC3	-4%	21
10	Cc1ccc(/C=C2/SC(=S)N(CCC(=O)N3CCN(c4ccccc4)CC3)C2=O)cc1	-4%	?
11	C[C@H](NS(=O)(=O)c1ccc(Cl)c(Cl)c1)C(=O)OCc1cc(=O)n2cc(Br)ccc2n1	.	-10
12	CN(Cc1nc2ccccc2c(=O)[nH]1)c1ccccc1	.	-29
13	Cc1nc2ccc(S(=O)(=O)NC(C(=O)NC3CCCC3)C(C)C)cc2s1 (stereo not given)	0%	-2
14	CC(C)c1cc(NC(=O)CSc2nnc(-c3ccccc3F)n2C)on1	0%	-100*
15	COCCNC(=S)N(CCc1c(C)[nH]c2ccc(C)cc12)Cc1cc(OC)c(OC)c(OC)c1	.	-17
16	CC(=O)Oc1ccc2c(c1C(C)C)CCC1C(C)(C)CCC[C@@]21C (stereo not given in full)	2%	.

#	IMPase cell inh	12-hLO inh
9	0	4%
10	-3	6%
11	-14	-3%
12	.	-1%
13	3	3%
14	3	-3%
15	.	-10%
16	.	-2%

The results go on.
#	Structure	15-hLO-2 inh	PNC assembly inh
17	O=C(CCn1c(=O)sc2ccccc21)Nc1nccs1	-4%	?
18	COCCn1nnnc1C(CC(C)C)N1CCN(C(=O)c2ccco2)CC1 (stereo not given)	-9%	23
19	COc1ccc(CCN2C(=O)CN(Cc3ccccc3)CC2=O)cc1OC	.	-7
20	Cc1ccccc1C(=O)N1CCN(c2ncnc3c2cnn3-c2ccccc2)CC1	5%	-24
21	O=C(/C=C/c1ccc(Cl)cc1)NC(=S)NN1CCCCC1c1cccnc1 (stereo not given)	.	8
22	CCOC(=O)c1cc(OC(=O)c2ccccc2)n(-c2ccccc2)n1	-10%	55
23	O=C(CSc1nc(-c2ccccc2)c(-c2ccccc2)o1)Nc1nnc(-c2ccccc2)s1	-16%	2
24	O=C(Nc1ccc(N2CCN(C(=O)c3ccco3)CC2)cc1)c1ccc(F)cc1	4%	?

#	IMPase cell inh	12-hLO inh
17	0	4%
18	1	-5%
19	.	1%
20	-2	-2%
21	.	0%
22	-2	-24%
23	-1	-3%
24	5	-6%

(next part)
#	Structure	15-hLO-2 inh	PNC assembly inh
25	O=c1[nH][nH]c(C(F)(F)F)c1C=NCc1cccc(Cl)c1	0%	6
26	FC(F)(F)c1cc(-c2ccccc2)nc(N2CCCCCC2)n1	13%	52
27	CCCc1cc2c(cc1NC(=O)c1ccccc1Cl)OCO2	4%	39
28	CSCC[C@H](C=O)NC(=O)[C@H](CC(C)C)NC(=O)[C@H](CC(C)C)NC(C)=O	14%	.
29	NC(=O)C(=O)O	5%	.
30	Cc1ccc(NC(=O)C2C3C=CC4(CN(Cc5cccnc5)C(=O)C24)O3)cc1F (stereo not given)	.	?
31	CCCNC(=O)CN(C1CCCCC1)S(C)(=O)=O	1%	14
32	CC1CCc2c(sc3ncnc(N4CCOCC4)c23)C1 (stereo not given)	10%	-2

#	IMPase cell inh	12-hLO inh
25	5	31%[activator]
26	-3	-5%
27	-10	0%
28	-6	-2%
29	0	-1%
30	-6	-1%
31	-10	1%
32	?	-5%

(further entries)
#	Structure	15-hLO-2 inh	PNC assembly inh
33	CNc1nnc(CSc2nc3ccccc3s2)s1	.	8
34	COc1ccc(O)c(C2NC(CC(C)C)(C(=O)O)C3C(=O)N(Cc4ccccc4)C(=O)C23)c1 (stereo not given)	0%	?
35	O=C(Nc1cccc(C(F)(F)F)c1)c1cccnc1	8%	18
36	CCN(CC)C(=O)c1cc2sc3ccccc3c2s1	-4%	4
37	O=C(Nc1ccccc1C(F)(F)F)NC1CCCCCCC1	-1%	23
38	O=C(CCc1ccccc1)Nc1cccc(-c2nnc(-c3ccco3)o2)c1	-1%[11.4 µM]	?
39	COCCn1c(C)cc(C(=O)COC(=O)CCc2ccc(S(=O)(=O)N3CCOCC3)cc2)c1C	4%	-30
40	COc1ccc(-n2nc(C(=O)Nc3nc4ccc(OC)cc4s3)c3ccccc3c2=O)c(OC)c1	.	39

#	IMPase cell inh	12-hLO inh
33	-10	2%
34	0	5%
35	-3	-5%
36	1	?
37	8	2%
38	1[1.84 µM]	0%
39	10	-1%
40	.	1%

Other records follow:
#	Structure	15-hLO-2 inh	PNC assembly inh
41	CC1(CCc2ccc3c(c2)OCO3)NC(=O)c2ccccc2N1 (stereo not given)	.	-12
42	Cc1cccc(Cc2cnc(NC(=O)c3ccc(C)o3)s2)c1	38%[activator]	?
43	CC(=O)COC(=O)c1cccc(N2C(=O)C3C4C=CC(C4)C3C2=O)c1 (stereo not given)	.	27
44	COC(=O)c1scc(C)c1NC(=O)Cc1ccccc1	.	-8
45	COc1ccc(C2Nc3ccccc3C(=O)N2Cc2ccco2)cc1COc1ccc(F)cc1 (stereo not given)	.	141
46	Clc1ccc2ncc(-c3nnnn3-c3ccccc3)c(-c3ccccc3)c2c1	-6%	?
47	COc1cccc(CSc2nnc(C(F)(F)F)n2Cc2ccc(F)cc2)c1	-8%	20
48	COc1ccc(-c2noc(CSc3nc4sc(C)c(C)c4c(=O)n3-c3ccccc3)n2)cc1OC	1%	?

#	IMPase cell inh	12-hLO inh
41	-1	-6%
42	3	-7%
43	11	5%
44	3	9%
45	-1	-7%
46	12	0%
47	9	2%
48	-5	-5%

Other records follow:
#	Structure	15-hLO-2 inh	PNC assembly inh
49	CC(C)C(CC(=O)NCc1ccco1)c1ccco1 (stereo not given)	-4%	35
50	COc1ccccc1NC(=O)CSc1nnc(C2CCCCC2)o1	-6%	18
51	CCN(Cc1ccccc1)c1ccc(/C=N/NC(=O)c2cccc(S(=O)(=O)N3CCOCC3)c2)cc1	.	?
52	Cc1nc2cc3ccccc3cc2c(=O)[nH]1	8%	25
53	CN(CCOC(=O)c1ccccc1)Cc1ccccc1	.	15
54	O=C(CSc1n[nH]c(-c2ccccc2)n1)Nc1ncc(Br)cc1Br	-13%	25
55	CC(C)OC(=O)NCCOC(=O)Nc1cccc(Cl)c1	3%	-11
56	O=C(NC1=NCCS1)[C@H](Cc1ccccc1)N1C(=O)c2ccccc2C1=O	10%	5

#	IMPase cell inh	12-hLO inh
49	0	-8%
50	-2	-2%
51	.	0%
52	-12	-8%
53	.	-2%
54	0	-10%
55	4	-1%
56	-1	-4%

(list continues)
#	Structure	15-hLO-2 inh	PNC assembly inh
57	COc1ccccc1Nc1nc2nonc2nc1N1CCCCC1C (stereo not given)	.	43
58	Cc1cc2nc(NC3=NCN(Cc4ccc5c(c4)OCO5)CN3)nc(C)c2cc1C	3%	?
59	O=C(O)CC1=C(O)C(=O)N(c2ccccc2)C1c1ccc(Br)cc1 (stereo not given)	-1%	-9
60	Cc1cc(=O)oc2cc(OCc3nnc(-c4ccccc4Br)o3)ccc12	-12%	13
61	O=C(NCC1CCCO1)c1sc(=S)n2c1[nH]c(=O)c1ccc(C(=O)N3CCCCC3)cc12 (stereo not given)	?	-22
62	c1ccc(CNC2=NCCCC2)cc1	-6%	-9
63	C=CCc1cccc2cc(C(=O)N3CCN(C(=O)OCC)CC3)c(=O)oc12	-8%	?
64	CCCCC1CC(C)(C(=O)CSc2nc3ccccc3s2)OC1=O (stereo not given)	-12%	?

#	IMPase cell inh	12-hLO inh
57	.	-1%
58	-6	12%
59	-7	-4%
60	8	-2%
61	17	-16%
62	-10	-4%
63	-3	-5%
64	10	-3%

More compounds follow.
#	Structure	15-hLO-2 inh	PNC assembly inh
65	CC1=C(C(=O)NCc2ccc3c(c2)OCO3)C2(CCC(C)CC2)OC1=O (stereo not given)	-2%	-2
66	Cc1nc(SCC(=O)c2ccc(F)cc2)c([N+](=O)[O-])[nH]1	-12%	24
67	Cc1nn(C)c(C)c1C1C(C#N)=C(N)OC2=C1C(=O)CC(C)(C)C2 (stereo not given)	.	16
68	O=C(CCC(=O)OCc1ccc(Cl)cc1)Nc1cccc([N+](=O)[O-])c1	6%	52
69	O=c1ccc2c(o1)/C(=C/C=C(Cl)Cl)CCC2	-1%	-21
70	O=C(/C=C/c1c(F)cccc1Cl)Nc1ncccn1	.	-10
71	COC1(c2cc(-c3ccccc3)nc(N)n2)CCCCC1	10%	-29
72	O=C(NC1CC1)C1=COCCO1	12%	-14

#	IMPase cell inh	12-hLO inh
65	7	-12%
66	-1	-13%
67	.	0%
68	-1	-4%
69	2	-6%
70	.	-2%
71	7	-9%
72	-11	-2%

Structures listed so far that have a Cl atom:
#	Structure	15-hLO-2 inh	PNC assembly inh
2	CCOC(=O)C(C)Sc1ncc(OC)c(Sc2ccc(Cl)cc2)n1 (stereo not given)	-10%	15
11	C[C@H](NS(=O)(=O)c1ccc(Cl)c(Cl)c1)C(=O)OCc1cc(=O)n2cc(Br)ccc2n1	.	-10
21	O=C(/C=C/c1ccc(Cl)cc1)NC(=S)NN1CCCCC1c1cccnc1 (stereo not given)	.	8
25	O=c1[nH][nH]c(C(F)(F)F)c1C=NCc1cccc(Cl)c1	0%	6
27	CCCc1cc2c(cc1NC(=O)c1ccccc1Cl)OCO2	4%	39
46	Clc1ccc2ncc(-c3nnnn3-c3ccccc3)c(-c3ccccc3)c2c1	-6%	?
55	CC(C)OC(=O)NCCOC(=O)Nc1cccc(Cl)c1	3%	-11
68	O=C(CCC(=O)OCc1ccc(Cl)cc1)Nc1cccc([N+](=O)[O-])c1	6%	52
69	O=c1ccc2c(o1)/C(=C/C=C(Cl)Cl)CCC2	-1%	-21
70	O=C(/C=C/c1c(F)cccc1Cl)Nc1ncccn1	.	-10

#	IMPase cell inh	12-hLO inh
2	3	-1%
11	-14	-3%
21	.	0%
25	5	31%[activator]
27	-10	0%
46	12	0%
55	4	-1%
68	-1	-4%
69	2	-6%
70	.	-2%

Only part of the results is shown. The share of hits here may be higher or lower than overall.
